Screens: PubChem BioAssay, several laboratories
bovine MsrA act – bovine MsrA enzyme activators, primary screen, biochemical, absorbance, HTS; Methionine sulfoxide reductase A (Bos taurus); purified bovine MsrA, absorbance read-out; activation, % at 10.6 µM; actives 0.3% (n = 360,000); in the data active = activation above about 7.5%;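 note: 0% = vehicle and 100% = reference activator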
DNMT1 inh – human DNMT1 methyltransferase inhibitors, primary screen, biochemical, molecular beacon, fluorescence, HinP1I cleavage, uHTS. DNA (cytosine-5)-methyltransferase 1 (Homo sapiens), P26358. inhibition (reported as % activation of signal), % at 10 µM. actives 0.83% (n = 360,000). AID 588458, 2011; in the data active = inhibition above about 50%
STEP inh – STEP phosphatase inhibitors, primary screen, biochemical, fluorescence intensity, uHTS. recombinant STEP, OMFP fluorogenic substrate. inhibition, % at 20 µM. actives 0.25% (n = 360,000). AID 588621, 2011;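 active = inhibition at 20 µM, scaled per plate between control wells, above about 37%, limit read from the data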;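 note: 0% = DMSO with enzyme and substrate and 100% = substrate only without enzyme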
Target sequence (P54829 whole entry, looked up): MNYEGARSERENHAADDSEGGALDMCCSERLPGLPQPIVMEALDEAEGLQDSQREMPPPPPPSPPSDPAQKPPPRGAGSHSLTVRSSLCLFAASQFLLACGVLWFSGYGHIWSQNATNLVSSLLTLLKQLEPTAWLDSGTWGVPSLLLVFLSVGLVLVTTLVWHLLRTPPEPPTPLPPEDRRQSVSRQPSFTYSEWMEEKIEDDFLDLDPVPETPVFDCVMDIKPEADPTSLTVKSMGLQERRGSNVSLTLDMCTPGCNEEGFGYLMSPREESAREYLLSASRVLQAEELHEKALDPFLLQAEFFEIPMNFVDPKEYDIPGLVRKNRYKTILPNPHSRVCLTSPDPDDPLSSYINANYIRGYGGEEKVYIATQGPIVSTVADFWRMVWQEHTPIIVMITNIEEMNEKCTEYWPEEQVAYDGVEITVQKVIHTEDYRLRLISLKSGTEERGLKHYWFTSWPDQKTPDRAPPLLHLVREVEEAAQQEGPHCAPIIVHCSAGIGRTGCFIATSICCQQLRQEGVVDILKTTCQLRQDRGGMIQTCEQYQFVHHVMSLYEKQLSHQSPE
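Assay system: isolated STEP enzyme / Timing: 20 min at room temperature, dark / Doses: 20 µM, 1% DMSO / Technique: fluorescence intensity, excitation 480 nm, emission 540 nm / Reagent: fluorogenic phosphatase substrate OMFP at 25 µM final / Measure: percent inhibition scaled to no-enzyme and uninhibited-enzyme controls, plate-pattern corrected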
MsrA inh – bovine MsrA enzyme inhibitors, primary screen, biochemical, absorbance, HTS. actives 0.75% (n = 360,000). purified bovine MsrA, absorbance read-out. AID 651718, 2012. inhibition, % at 15.5 µM. Methionine sulfoxide reductase A (Bos taurus); in the data active = inhibition above about 4.5%;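 note: 0% = vehicle wells with enzyme and 100% = reference inhibitor wells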
SUMO1 PPI mod – modulators of SUMO1 protein-protein interactions, primary screen, biochemical, uHTS | SUMO1 binding to a labelled peptide, TR-FRET, 1 h | AID 602429, 2012 | inhibition, % at 20 µM | actives 0.33% (n = 360,000) | Small ubiquitin-related modifier 1 (Homo sapiens), P63165; in the data active = inhibition above about 37%
Target sequence (P63165 whole entry, looked up): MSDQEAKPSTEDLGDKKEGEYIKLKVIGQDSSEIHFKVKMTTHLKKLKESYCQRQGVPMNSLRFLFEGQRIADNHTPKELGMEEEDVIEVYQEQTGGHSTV
eLon inh – inhibitors of E. coli Lon protease, primary screen, biochemical, fluorescence polarization; P0A9M0; purified E. coli Lon protease; inhibition, % at 7.94 µM; actives 0.42% (n = 360,000); AID 602123, 2011; in the data active = inhibition above about 13%, passing the limit was not always enough;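 note: 0% = enzyme with probe and DMSO and 100% = no enzyme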
Tb MetRS inh – T. brucei MetRS inhibitors, primary screen, biochemical, luminescence. AID 624268, 2012. methionyl-tRNA synthetase (Trypanosoma brucei brucei). actives 0.4% (n = 360,000). inhibition, % at 11.9 µM. purified T. brucei MetRS, ATP depletion, Kinase-Glo luminescence;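 active = inhibition above a per-plate cutoff of the control wells' mean inhibition plus 3 SD, cut at about 5.5% in these data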;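 note: 0% = DMSO wells median and 100% = median of wells with control inhibitor compound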
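System: purified T. brucei MetRS enzyme / Detection: Kinase-Glo luciferase luminescence reporting remaining unconsumed ATP / Medium: HEPES buffer with MgCl2, KCl, DTT, spermine, BSA, pyrophosphatase / Replication: singlicate, one well per compound / Evaluation: percent inhibition relative to median high and low control wells / Schedule: 2 h aminoacylation at 25 °C after 15 min preincubation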
LMPTP block – LMPTP phosphatase inhibitors, primary screen, biochemical, fluorescence intensity, uHTS; Low molecular weight phosphotyrosine protein phosphatase (Homo sapiens), P24666; actives 0.22% (n = 360,000); inhibition, % at 20 µM; recombinant LMPTP-A, OMFP fluorogenic substrate;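 active = compounds that cut the enzyme signal by at least half of the control window in the single-dose screen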;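 note: plate controls were DMSO wells with enzyme plus substrate for no effect and substrate without enzyme for full effect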
Target sequence (P24666 whole entry, looked up): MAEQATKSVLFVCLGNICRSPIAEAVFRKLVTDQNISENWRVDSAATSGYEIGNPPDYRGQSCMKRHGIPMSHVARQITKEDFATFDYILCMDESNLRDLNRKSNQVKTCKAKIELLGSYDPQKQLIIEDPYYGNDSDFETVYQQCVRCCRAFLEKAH
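Test system: LMPTP-A, protein tyrosine phosphatase of low molecular weight; Input: 0.625 nM enzyme; Incubation: 50 min dark incubation at room temperature; Signal: endpoint fluorescence intensity from OMFP dephosphorylation; Read-out basis: % inhibition versus control wells.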
NRP1-CendR mod – modulators of CendR peptide binding to NRP-1, primary screen, biochemical, fluorescence polarization, uHTS; Neuropilin-1 (Homo sapiens), O14786; FAM-RPARPAR peptide binding to NRP-1; inhibition, % at 25 µM; actives 0.85% (n = 360,000);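 active = inhibition or corrected inhibition above about 18%, plus a signal ratio from 0.5 to 1.5, limit read from the data, passing the limit was not always enough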; note: strong numbers were not always called active
Scp1 inh – Scp-1 phosphatase inhibitors, primary screen, biochemical, colorimetric, uHTS; Carboxy-terminal domain RNA polymerase II polypeptide A small phosphatase 1 (Homo …; Recombinant Scp1, phosphopeptide, malachite green phosphate absorbance; inhibition, % at 20 µM; actives 0.88% (n = 340,000); AID 493091, 2011;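 active = inhibition above about 50% at 20 µM, limit read from the data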;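 note: plate controls were DMSO wells with enzyme for no effect and wells lacking enzyme for full effect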
Target sequence (Q9GZU7 76-261 limits assumed): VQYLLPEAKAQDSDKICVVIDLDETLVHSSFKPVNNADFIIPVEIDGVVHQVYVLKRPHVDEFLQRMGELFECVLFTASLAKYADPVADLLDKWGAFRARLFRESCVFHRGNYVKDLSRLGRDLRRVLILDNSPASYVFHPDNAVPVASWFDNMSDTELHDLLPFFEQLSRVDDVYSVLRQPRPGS
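Test system: SCP-1 catalytic domain; Buffer or medium: Acidic Tris acetate buffer with magnesium and detergent; Also added: Phosphorylated 17-residue peptide substrate; Compound: single 20 µM dose, 1% DMSO; Schedule: enzyme reaction 45 min at room temperature, colour 5 min, stabilisation 30 min; Signal: Phosphate-binding colour reagent, absorbance read at 630 nm.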
* marks the source's active call; other numbers are inactive results; · = no result given.

The line under a structure holds: bovine MsrA act	DNMT1 inh	STEP inh	MsrA inh	SUMO1 PPI mod	eLon inh	Tb MetRS inh	LMPTP block	NRP1-CendR mod	Scp1 inh
> COc1ccc(/C=C/C(=O)NC(=S)N2CCN(c3ccccc3OC)CC2)cc1
 : -3	-1	4	0.6	-10	9	-0.2	2.0	5	-6
> O=C(Nc1nnc(-c2ccc3c(c2)CCCC3)o1)C1CCCCC1
 : -12	11	3	0.2	4	-11	-0.8	-1.8	-1	0
> O=C(CN1CCN(C/C=C/c2ccccc2)CC1)NCc1ccccc1
 : -3	0	-1	-1.2	0	-4	-0.5	-0.7	-5	1
> CC1CC(C)CN(C(=O)COC(=O)CNC(=O)C23CC4CC(CC(C4)C2)C3)C1 (centres undefined)
 : 1	2	-1	1.1	-5	-8	-0.5	0.2	-2	0
> O=C(NCc1cccc(Cl)c1)N1CCN(S(=O)(=O)c2ccccc2F)CC1
 : 4	0	-1	-0.3	3	3	0.9	-0.6	-9	-7
> CC1CCN(c2ccc(NC(=S)NC(=O)c3ccc(-c4cccc([N+](=O)[O-])c4)o3)cc2)CC1
 : -9	15	3	-0.1	-5	0	-0.9	4.7	-3	2
> CCOc1ccc(NC(=S)NC(=O)c2cccnc2)c([N+](=O)[O-])c1
 : 7	-3	0	-0.1	-30	6	-0.7	1.2	0	-10
> CCCc1cc(=O)oc2cc(C)cc(OC(C)C(=O)NCCN3CCOCC3)c12 (centres undefined)
 : -3	0	-1	-0.2	1	-1	-1.0	1.0	2	1
> COC(=O)C1CN(C(=O)C(C)Oc2cccc(C)c2C)c2ccccc2O1 (centres undefined)
 : -9	3	0	0.2	2	-2	-1.4	1.8	4	0
> COc1ncccc1-c1cc2nc(NCCNC(C)=O)n(C)c(=O)c2s1
 : -7	11	2	1.0	-22	11	-0.3	1.6	-1	·
> Cc1cccc(NNC(N)=S)c1C
 : -1	1	1	0.8	1	7	-0.2	-1.3	1	-2
> O=C(CSCc1c(F)cccc1Cl)NCC1CCCO1 (centres undefined)
 : -3	2	1	-0.5	-2	0	-0.7	-2.9	-10	-4
> CC1(C)Cc2c(sc3nnn(Cc4ccccc4)c(=O)c23)CO1
 : 1	4	-1	0.4	-13	-3	-0.5	-0.3	-1	-13
> COCc1cc(C)nc(SCc2ccc(Br)cc2)c1C#N
 : 2	2	4	0.1	8	5	-0.3	3.1	13	-21
> NC(Cc1ccc(Cl)cc1)c1csc(Nc2ccc(-c3ccccc3)nn2)n1 (centres undefined)
 : -1	13	10	0.3	1	-5	-0.2	2.4	-6	·
> CN(C)C1=NC[C@H](Cc2ccccc2)N1CCCC1CCCCC1
 : 0	7	0	-1.0	-4	4	-0.3	0.5	-4	4
> CCN(CC)C(=O)Cc1ccccc1
 : -3	1	-2	-1.5	2	6	-1.4	-1.2	3	4
> COc1ccc2[nH]c(=O)c(CN(C(C)=O)c3ccc(C)cc3C)cc2c1
 : -1	1	-4	-0.8	7	-4	-0.7	0.1	-7	-10
> CCCCC(=O)Nc1ccc(N2CCN(C(=O)c3ccco3)CC2)cc1
 : -9	0	-2	-1.5	-2	0	-0.6	1.7	-1	0
> Cc1ccc(-n2nc(C)c(C(C)(O)C(F)(F)F)c2N)cc1 (centres undefined)
 : 2	-3	1	0.1	0	-4	-0.6	-2.2	5	-5
> CC(C)(C)C(=O)Nc1cccc(-c2ncon2)c1
 : -3	-7	-2	-0.9	1	1	-0.4	-0.6	4	-7
> CCC(=O)Nc1cccc(NC(=O)CSc2nnc(C(C)C)n2CC)c1
 : -4	5	0	-0.8	-3	-8	-0.2	-1.0	0	0
> CCOC(=O)c1c(NC(=O)CN2C(=O)NC3(CCC(C)CC3)C2=O)sc(C(=O)N(C)C)c1C (centres undefined)
 : -3	1	1	-0.8	-1	-3	-0.4	0.1	1	-7
> Cc1ccc(NC(=O)COc2coc(CN3CCc4ccccc43)cc2=O)cc1Cl
 : 1	59*	4	-0.8	6	-3	-0.3	19	-4	59*
> CN(C)CCNC(=O)c1cccc(-c2cnc3c(NC=O)cc(-c4cc(F)c(F)c(F)c4)cn23)c1
 : 8.0*	-3	4	-0.1	-96	-6	0.2	-4.4	-5	·
> Cn1c(SCc2nc(-c3ccc(Br)cc3)no2)nnc1-c1ccco1
 : -3	0	-2	-0.3	1	-7	-0.3	-0.1	2	-5
> CSc1ccc(C(=O)C2CCCN(C(=O)Cc3nonc3C)C2)cc1 (centres undefined)
 : 3	-4	-2	-0.2	-1	4	-0.2	-1.9	12	-10
> CCOc1cc(/C=N\NC(=O)c2ccc(NC(=O)C(C)(C)C)cc2)ccc1OC(=O)c1cccc(C)c1
 : -2	-9	1	1.6	-6	2	-0.2	2.0	4	-2
> Cc1ccc(C(=O)N2CCC(C(=O)NCc3ccco3)CC2)cc1
 : -2	1	-2	-0.6	2	-3	0.4	-0.2	1	-4
> O=C(O)c1cccc(-n2cccc2/C=C/[N+](=O)[O-])c1
 : -4	89*	21	0.1	68*	-11	-0.1	5.4	-44	85*

Compound profiles (already shown). Screens in order: bovine MsrA act	DNMT1 inh	STEP inh	MsrA inh	SUMO1 PPI mod	eLon inh	Tb MetRS inh	LMPTP block	NRP1-CendR mod	Scp1 inh
Results for CC(C)(C)C(=O)Nc1cccc(-c2ncon2)c1 = -3	-7	-2	-0.9	1	1	-0.4	-0.6	4	-7
Results for Cc1ccc(-n2nc(C)c(C(C)(O)C(F)(F)F)c2N)cc1 (centres undefined) = 2	-3	1	0.1	0	-4	-0.6	-2.2	5	-5

Going on with the list.
The line under a structure holds: bovine MsrA act	DNMT1 inh	STEP inh	MsrA inh	SUMO1 PPI mod	eLon inh	Tb MetRS inh	LMPTP block	NRP1-CendR mod	Scp1 inh
> CCn1nnnc1SCC(=O)Nc1ccc(OCc2ccccc2)cc1
 : -3	12	-5	-1.2	-2	-3	-0.4	0.2	6	-2
> O=C(CCc1ccccc1)Nc1ccc2c(c1)OCO2
 : -6	0	-1	1.6	8	4	-0.5	-2.6	2	4
> CCOC(=O)C1=CC[C@H]2c3c(c4ccccc4n3C)C(=O)C1N2C
 : -2	4	11	0.1	-2	5	0.0	-0.8	7	-6
> COc1ccc(CC(=O)NCc2n[nH]c(=S)n2-c2ccccc2OC)cc1
 : -1	2	0	-0.1	0	-6	0.1	-0.2	4	-1
> CC1NC(=O)c2cc3ccccc3cc2-n2c1nc1ccc(F)cc1c2=O (centres undefined)
 : -1	5	0	0.0	0	7	1.1	-1.5	-1	·
> N#C/C(=C\c1cccnc1)c1ccccc1[N+](=O)[O-]
 : -3	0	0	0.8	-33	-14	0.1	0.5	7	-3
> COc1ccc(Cc2cc(NCc3ccccc3)c3ncn(C(C)C)c3c2)cc1
 : 0	-16	-1	-0.4	5	-4	-0.1	8.2	19	3
> CCc1ccc(NC(=O)CCn2c(=O)oc3ccccc32)cc1
 : 1	-3	-3	0.0	1	-25	-0.5	-0.6	6	0
> CCc1ccc2oc(C(=O)Nc3cccnc3)c(C)c2c1
 : -10	1	-1	·	3	6	-1.2	1.0	-1	6
> Oc1ccccc1C1=Nc2nc3ccccc3n2C(c2ccccc2)C1 (centres undefined)
 : -4	-6	0	1.5	-3	0	0.4	3.5	-4	2
> O=C(NCC(F)(F)F)c1ccc2sc([C@H]3C[C@H](O)[C@@H](CO)O3)nc2c1
 : -2	-2	0	-0.6	3	-10	0.2	-1.9	-14	·
> COc1cccc(CCNC(=O)CC2C(=O)NCCN2Cc2ccc(C)o2)c1 (centres undefined)
 : 1	-1	0	0.6	0	11	-1.0	-0.1	-12	0
> O=C(c1cccc2ccccc12)N1CCN(CC2CC=CCC2)CC1 (centres undefined)
 : -1	-1	4	1.1	-1	-8	-0.4	-2.3	0	-10
> CCN1CCCC1CNC(=O)CSc1cc(=O)n(C)c2cc(Cl)ccc12 (centres undefined)
 : -6	-1	3	0.4	-1	-3	-0.5	1.4	11	5
> CO/N=C/NC(=O)c1ccc([N+](=O)[O-])c(CS(=O)(=O)c2ccc(Cl)cc2)c1
 : -3	-1	-3	0.6	-19	-7	-0.2	2.2	-8	-7
> COc1ccc(S(=O)(=O)Nc2cccc3c2O[C@H](CN(C)S(=O)(=O)c2ccc(Cl)cc2)[C@H](C)CN([C@H](C)CO)C3=O)cc1
 : -1	-9	3	-0.7	5	4	0.1	0.3	-4	-7
> Cc1nc(-c2ccc(F)cc2)c(CC(=O)N(C)CC(=O)Nc2ccc(Cl)c(C(F)(F)F)c2)s1
 : 0	-6	-1	1.0	-3	6	0.1	-5.3	-1	-6
> COc1cccc(/C=C2/C(=O)NN(c3ccc(Br)cc3)C2=O)c1O
 : -3	9	4	3.8	-10	-2	0.3	4.1	9	1
> CCC(=O)Nc1sc(Cc2ccccc2)c(C)c1C(N)=O
 : -4	-1	0	1.2	-1	-3	-0.3	-0.2	10	-6
> O=C(CCn1c2c(c3ccccc31)CCCC2)NNC(=O)c1ccc(Cl)c([N+](=O)[O-])c1
 : -1	-13	5	0.1	-4	2	2.4	0.7	6	0
> O=C(OC1CCCCC1=O)c1cc(S(=O)(=O)N2CCOCC2)ccc1F (centres undefined)
 : -4	2	0	0.1	1	-7	-0.2	-1.0	12	-7
> CC(=O)Nc1ccc(S(=O)(=O)N2CCC(NC(=O)C(Cc3cccn3C)NC(C)=O)CC2)cc1 (centres undefined)
 : -17	-1	-2	-0.3	1	-2	-1.6	1.0	-4	-5
> O=[N+]([O-])c1ccc(N2CCN(C(=S)Nc3cccc(F)c3)CC2)cc1
 : -3	1	4	1.5	-23	4	0.3	1.8	-13	-7
> CCOC(=O)C1CCN(C(=O)/C=C/c2cc(OC)c(OC)c(OC)c2)CC1
 : -5	1	0	1.1	-5	-6	-0.8	-1.9	5	-2
> COc1ccc(C2CC(c3cccs3)=NN2C(=O)CCC(=O)O)cc1 (centres undefined)
 : 0	-4	-3	1.1	-4	-8	-0.7	-0.6	18	1
> O=C(O)c1ccc(NS(=O)(=O)/C=C/c2ccccc2)cc1O
 : -6	1	-4	0.8	8	7	0.0	-1.1	-9	-11
> C[C@@H]1CN([C@@H](C)CO)C(=O)CCCn2cc(nn2)CO[C@H]1CN(C)S(=O)(=O)c1cccs1
 : -3	3	0	1.0	1	-8	0.1	-0.7	-2	·
